Compound activity: PubChem, Johns Hopkins Ion Channel Center
Kir21 block – Kir2.1 (mouse) channel inhibition; 310,000 compounds, 0.85% hits; P35561; HEK293-Kir2.1, FluxOR thallium flux fluorescence; stronger effect = lower value; AID 1672; B-score at 10 µM;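 active = fluorescence ratio B-score at or below minus 3 SD of library scores, with starting-brightness B-score within 2 SD, cut at about -4.2 in these data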;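 also: channel flux triggered by added potassium and thallium sulfate stimulus; B-score of peak minus minimum fluorescence over baseline after thallium stimulus; more negative B-score means stronger Kir2.1 block with less thallium influx; some compounds called inactive have numbers as strong as hits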
Target sequence (P35561 whole entry, looked up): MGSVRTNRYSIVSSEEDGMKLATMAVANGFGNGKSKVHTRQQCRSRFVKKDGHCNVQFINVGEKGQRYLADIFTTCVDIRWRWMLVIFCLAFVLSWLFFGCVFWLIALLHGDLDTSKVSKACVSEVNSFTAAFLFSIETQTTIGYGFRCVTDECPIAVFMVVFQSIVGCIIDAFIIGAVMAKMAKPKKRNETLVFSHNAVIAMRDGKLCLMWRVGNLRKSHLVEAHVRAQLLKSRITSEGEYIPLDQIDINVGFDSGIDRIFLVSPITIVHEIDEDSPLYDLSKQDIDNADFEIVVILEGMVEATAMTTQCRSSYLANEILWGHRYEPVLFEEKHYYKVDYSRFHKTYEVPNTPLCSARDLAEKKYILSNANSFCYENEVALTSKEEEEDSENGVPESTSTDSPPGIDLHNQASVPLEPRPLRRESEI
CHT block – human CHT choline transport inhibition. Q9GZV3. CHT-expressing cells, membrane potential dye, choline response; stronger effect = lower value. B-score at 10 µM. 310,000 compounds, 0.86% hits. AID 488975;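 active = B-score over 3 SD under the library average, and starting fluorescence ratio not unusually high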;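 also: choline stimulus applied at its EC90 after an EC20 pre-addition; B-score computed on integrated fluorescence ratio after choline addition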
Target sequence (Q9GZV3 whole entry, looked up): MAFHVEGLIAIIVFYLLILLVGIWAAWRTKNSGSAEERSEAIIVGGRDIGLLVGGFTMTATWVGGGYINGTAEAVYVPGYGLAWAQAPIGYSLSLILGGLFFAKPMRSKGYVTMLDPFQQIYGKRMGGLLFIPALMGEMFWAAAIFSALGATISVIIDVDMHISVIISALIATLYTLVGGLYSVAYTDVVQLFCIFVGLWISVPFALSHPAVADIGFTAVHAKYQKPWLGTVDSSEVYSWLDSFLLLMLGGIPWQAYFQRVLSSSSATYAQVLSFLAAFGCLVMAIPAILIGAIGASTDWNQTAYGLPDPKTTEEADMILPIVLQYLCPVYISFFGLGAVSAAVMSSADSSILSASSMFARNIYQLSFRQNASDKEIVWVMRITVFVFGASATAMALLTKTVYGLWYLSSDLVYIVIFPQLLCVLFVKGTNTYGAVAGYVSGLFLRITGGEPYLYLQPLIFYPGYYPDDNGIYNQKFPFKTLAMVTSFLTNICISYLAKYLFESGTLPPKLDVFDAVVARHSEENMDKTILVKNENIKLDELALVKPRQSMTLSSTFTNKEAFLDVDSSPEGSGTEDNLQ
Active calls of the source: *; i = inactive; / = no result given.

Kir21 block	CHT block	SMILES
0.09	i	COc1ccc(NS(=O)(=O)c2cn(C)c(=O)n(C)c2=O)cc1
-1.5	i	Cc1ccc(OCC(=O)N2CCCC(CO)(CCOc3ccccc3)C2)cc1 (stereo not given)
0.7	i	CN(C)/C=N/c1nc2nccc(-c3ccc(Cl)cc3)n2n1
-0.27	i	O=C(NC(C(=O)N/N=C/c1ccncc1)c1n[nH]c(=O)c2ccccc12)c1ccccc1 (stereo not given)
2.1	i	COc1ccccc1C(=O)NCC(=O)OCCCOC(=O)CNC(=O)c1ccccc1OC
0.42	i	O=C(NC1CC1)c1nc(Cn2cc([N+](=O)[O-])cn2)no1
-0.63	i	COc1ccc(COC(=O)C2CCN(S(=O)(=O)c3cccs3)CC2)cc1
1.8	i	O=C(COC(=O)c1cc(=O)[nH]c2ccccc12)c1ccccc1
0.86	i	Cc1nc(Cl)c(C(=O)NC(=O)NCc2ccccc2)c(C)c1Cl
/	i	COCCN1Cc2cccc(C(=O)Nc3cccnc3)c2C1=O

Given with each value named: 2 of the compounds above.
Cc1nc(Cl)c(C(=O)NC(=O)NCc2ccccc2)c(C)c1Cl
  Kir21 block = 0.86 | CHT block = i

COCCN1Cc2cccc(C(=O)Nc3cccnc3)c2C1=O
  Kir21 block = / | CHT block = i

New compounds follow:
Kir21 block	CHT block	SMILES
-1	i	O=C(O)c1cccc(N2C(=O)c3ccc(Oc4ccc(Cl)cc4)cc3C2=O)c1
1.6	i	CCCn1nc2cc(C(=O)NCc3ccc4c(c3)OCO4)ccc2c1OCC
0.9	i	CCCC(=O)NNC(=O)CCC(=O)Nc1ccccc1Cl
0.99	i	Cc1cn(-c2ccccc2)c(C)c1/C=N\Nc1nc(N2CCOCC2)nc(N2CCOCC2)n1
-0.01	i	CC(=O)Nc1ccc(NC(=O)COC(=O)c2ccccn2)cc1
-2.3	i	Cc1ccc2nc(NC(=O)c3ccc(Br)o3)sc2c1
0.53	i	CCOCCCNC(=O)c1cn(CC)c2ccc(S(=O)(=O)N3CCOCC3)cc2c1=O
1.6	i	CCCOC(=O)Nc1sc2c(c1C(=O)OCC)CCC2
0.82	i	CCC(=O)c1ccc(OCC(O)CN2CCOCC2)cc1 (stereo not given)
-1.5	i	COc1ccc(CCNC(=O)NC23CC4CC(CC(C4)C2)C3)cc1

Kir21 block	CHT block	SMILES
1.1	i	CC(C)CNS(=O)(=O)c1ccc(CCC(=O)N2CCOCC2)cc1
0.02	i	Cc1ccc(C(=O)NCCCN2CCOCC2)cc1N1CCCC1=O
-0.84	i	CCC1CCc2c(n(C)c3ccccc3c2=O)O1 (stereo not given)
-1.1	i	COc1ccc(CCC(=O)NNC(=O)Nc2cccc(Cl)c2)cc1
-1.5	i	Cc1ccc(C(=O)N/C(=C\c2ccc(F)cc2)C(=O)NCCCn2ccnc2)cc1
0.6	i	CCN(CC)S(=O)(=O)c1ccc(-c2ccc(S(=O)(=O)N(CC)CC)cc2)cc1
0.23	i	COCC(=O)N(c1ccc(C(C)C)cc1)C1C=CS(=O)(=O)C1 (stereo not given)
0.24	i	Cc1cccc(C(=O)NNC(=O)c2ccc(F)cc2)c1
0.19	i	Cc1nnc(NC(=O)CSc2nnc(Cc3ccccc3)n2-c2ccccc2)s1
-3.2	i	O=C(CN1CCCc2ccccc21)Nc1ccccc1[N+](=O)[O-]

Entries shown so far with sulfur:
Kir21 block	CHT block	SMILES
0.09	i	COc1ccc(NS(=O)(=O)c2cn(C)c(=O)n(C)c2=O)cc1
-0.63	i	COc1ccc(COC(=O)C2CCN(S(=O)(=O)c3cccs3)CC2)cc1
-2.3	i	Cc1ccc2nc(NC(=O)c3ccc(Br)o3)sc2c1
0.53	i	CCOCCCNC(=O)c1cn(CC)c2ccc(S(=O)(=O)N3CCOCC3)cc2c1=O
1.6	i	CCCOC(=O)Nc1sc2c(c1C(=O)OCC)CCC2
1.1	i	CC(C)CNS(=O)(=O)c1ccc(CCC(=O)N2CCOCC2)cc1
0.6	i	CCN(CC)S(=O)(=O)c1ccc(-c2ccc(S(=O)(=O)N(CC)CC)cc2)cc1
0.23	i	COCC(=O)N(c1ccc(C(C)C)cc1)C1C=CS(=O)(=O)C1 (stereo not given)
0.19	i	Cc1nnc(NC(=O)CSc2nnc(Cc3ccccc3)n2-c2ccccc2)s1

Continuation.
Kir21 block	CHT block	SMILES
-1.7	i	CCOC(=O)C(NCCOC)(NC(C)=O)C(F)(F)F (stereo not given)
0.57	i	CC(C)(C)CN1CCN(CC#Cc2ccccc2)CC1CCO (stereo not given)
-0.53	i	Cc1ccc2nc(C)cc(N/N=C/c3cccc(O)c3)c2c1
-1.1	i	CC(C)(CSc1ccccn1)NS(=O)(=O)c1ccccc1
-1	i	C=CCc1ccc(OCC(O)CN2CCCCC2C)c(OC)c1 (stereo not given)
-0.43	i	Cc1ccc(N(C)C(=O)CCS(=O)(=O)c2ccc3c(c2)oc(=O)n3C)cc1
0.52	i	O=C(Cc1ccc(F)cc1)NCCS(=O)(=O)N1CCN(c2ccccc2)CC1
0.99	i	COCCOC(=O)C(C#N)c1nc2ccccc2nc1N1CCCC1 (stereo not given)
0.29	i	CC(C)CCN1C(=O)c2ccc(C(=O)Nc3cccc(S(N)(=O)=O)c3)cc2C1=O
-0.45	i	C[C@@H]1O[C@@H](O[C@H]2[C@H](Oc3cc(O)c4c(c3)O[C@H](c3ccc(O)cc3)CC4=O)O[C@H](CO)[C@@H](O)[C@@H]2O)[C@H](O)[C@H](O)[C@H]1O

Kir21 block	CHT block	SMILES
0.32	i	COc1ccc(/C(=N/OC(C)=O)c2nccc3cc(OC)c(OC)cc23)cc1OC
0.62	i	CCOC(=O)N1CCN(c2ncnc3c2oc2nc(C(C)C)c4c(c23)CCC4)CC1
0.5	i	Cc1nc2ccccc2c(=O)n1CC(=O)N1CCOCC1
-0.98	i	Cc1ccc(S(=O)(=O)N2CCN(C(=O)N3CCCC3)CC2)cc1
-0.58	i	O=C(CSc1nc2ccc([N+](=O)[O-])cc2s1)NCC1CCCO1 (stereo not given)
0.47	-6.3*	COc1ccc(C(=O)N(C)Cc2ccc(C)o2)cc1OC1CCN(C(C)C)CC1
-0.34	i	Cc1nc2ccccc2c(=O)n1NC(=O)c1cccc(Cl)c1
-0.86	i	CCn1c(C)csc1=NC(=O)c1ccccc1O
-0.02	i	Cc1ccc(-c2nc(NC(=O)c3cc(C(C)(C)C)nn3C)sc2C)cc1Cl
-1.9	i	CN(CCNC(=O)CCNC(=O)Cn1ccc2ccccc2c1=O)Cc1ccccc1

Kir21 block	CHT block	SMILES
2.1	i	CC(=O)Nc1cc2c(cc1NC(=O)Cn1nc(-c3ccccc3)ccc1=O)OCCO2
0.25	i	Cc1ccc(C)c(CSc2nnc(-c3ccccn3)n2N)c1
0.17	i	COCCSc1nnc(NS(=O)(=O)Cc2ccccc2)s1
-0.81	i	CCCCCCSC1=C(C#N)C(=O)NC2(CCCCC2)S1
0.71	i	O=C(c1cccc(C(F)(F)F)c1)C1CCCN(C(=O)C2CCOCC2)C1 (stereo not given)
1.1	i	Cc1ccccc1C(=O)Nc1ccccc1C(=O)NC1CC1
/	i	COCCNC(=O)c1ccc(N2CCCCC2)c(NS(=O)(=O)c2ccc(C)cc2)c1
-0.79	i	CN(C)CCNC(=S)Nc1cccc(Cl)c1
0.06	i	N#C/C(=C\c1cc2ccccc2nc1N1CCOCC1)C(=O)Nc1ccc(N2CCOCC2)cc1
-0.21	i	COc1ccc(-n2ncc3c2CC(C)(C)CC3NC(=O)CSc2ccccn2)cc1 (stereo not given)

Kir21 block	CHT block	SMILES
0.57	i	CCOc1ccccc1OCC(=O)OCC(=O)c1c(C)[nH]c2ccccc12
-0.72	i	O=C(COc1ccccc1)Nn1c(-c2ccccc2)nc2ccccc2c1=O
1.2	i	CC(C)(C)c1cc(NC(=O)CSc2nnc(NCc3ccccc3)s2)n(-c2ccccc2)n1
-1.2	i	O=C(CCSc1ccc(Cl)cc1)N1CCCCCC1
-0.47	i	Cc1ccc2oc(C(=O)Nc3nonc3C)c(C)c2c1
1.4	i	COc1cc(/C=N/NC(=O)c2ccc(=O)[nH]n2)ccc1O
0	i	COc1ccc(NC(=O)c2cccc(N3C(=O)C4C5C=CC(C6CC56)C4C3=O)c2)cc1 (stereo not given)
-1.2	i	COCC(C)NC(=O)CCSc1nc(-c2ccc(OC)cc2)cc(C(F)(F)F)n1 (stereo not given)
-0.07	i	Cc1ccc(-c2cnc(NC(=O)CCC(=O)N(C)Cc3ccccc3)n2C)cc1
-0.26	i	CCOC(=O)C1CCN(S(=O)(=O)c2ccc(CNC(=O)c3ccccc3)s2)CC1

Kir21 block	CHT block	SMILES
0.38	i	CC(NC(=O)/C(=C/c1ccc2c(c1)OCO2)NC(=O)c1cccc([N+](=O)[O-])c1)C(=O)O (stereo not given)
1.2	i	O=C(C1=C[C@H](C2CC2)C[C@H](OCCCCO)O1)N1CCOCC1
0.01	i	Cc1nc(-c2ccccn2)sc1C(=O)O
-2	i	CCOc1ccc(C(=O)Nc2ccc3c(c2)C(=O)NC3=O)cc1
0.64	i	CCOC(=O)C1CCCN(C(=O)c2cc3c(C)nc4ccccc4c3o2)C1 (stereo not given)
-0.2	i	CC(C)(C)c1ccc(C(=O)NCc2nnc(SCC(=O)N3CCCc4ccccc43)n2-c2ccccc2)cc1
-0.03	i	COc1cccc(OC)c1C(=O)Nc1ccc(NC(=O)c2ccco2)cc1
1.6	i	O=C(CCSCCC(=O)NCCN1CCOCC1)NCCN1CCOCC1
-0.09	i	C=CCNC(=S)N1CCN(c2ncc3c(=O)c(C(=O)O)cn(CC)c3n2)CC1
1.9	i	Cc1nc(N)sc1-c1csc(Nc2ccccc2)n1

Kir21 block	CHT block	SMILES
0.39	i	COc1ccc(C2CC(=O)C(C=NCCO)=C(O)C2)cc1 (stereo not given)
-0.06	i	O=C(Nc1cccc(NC(=O)c2cccs2)c1)c1cccnc1
-0.31	-8*	O=C(C1CCCN(c2ncnc3c2nc2n3CCCCC2)C1)N1CCN(c2ccc(F)cc2)CC1 (stereo not given)
0.11	i	Cc1ccn2c(=O)nc(SCC(=O)N3CCCCCC3)nc2c1
/	i	Nc1[nH]c(=S)[nH]c(=O)c1-c1ccccc1
-1.1	i	CCN(/C(N)=N/c1nc(C)cc(C)n1)c1ccccc1
-0.62	i	CC1(C)NC(=O)N(CCCCOc2ccc(Cl)cc2C=O)C1=O
-1.1	i	O=c1cn[nH]c2ccccc12
2.4	i	CSc1nc(N(C)CCO)c2sc3nc(-c4ccco4)c4c(c3c2n1)CCC4
0.01	i	NC1=NC(c2ccc(Cl)cc2)N(c2ccc(S(N)(=O)=O)cc2)C(N)=N1 (stereo not given)

Kir21 block	CHT block	SMILES
1.8	i	Cc1cc(OCC(F)(F)C(F)(F)C(F)(F)C(F)(F)C(F)(F)C(F)F)nc(N)n1
0.96	i	Cc1ccc(S(=O)(=O)NC(=O)N(CCC#N)Cc2ccccc2)cc1
0.95	i	Cc1ccc(-c2csc3ncnc(NS(=O)(=O)c4ccc(Cl)cc4)c23)cc1
-0.16	i	COc1ccc(N2CCN(S(=O)(=O)c3ccc4c(c3)NC(=O)C(C)C(=O)N4)CC2)cc1 (stereo not given)
3.8	i	Nc1ccc(Nc2nc(-c3cccs3)cs2)cc1
0.67	i	COCCCNC(=S)NNC(=O)c1cc(Cl)c(O)c(Cl)c1
-3.5	i	Cc1ccc(CN2CCSc3ccc(C(=O)NCCCN4CCOCC4)cc32)cc1
-0.23	i	Cc1cc(-c2cccs2)c2c(n1)sc1c(=O)[nH]c(=O)[nH]c12
0.01	i	CCOC(=O)/C(C#N)=C1/SC(CCO)C(=O)N1c1ccccc1 (stereo not given)
-0.22	i	CCOc1ccc(C(C)NC(=O)C2CCCC2)cc1 (stereo not given)

Kir21 block	CHT block	SMILES
-1.2	i	COc1ccc2c(c1)C1C=CCC1C(c1cc3c(cc1Br)OCO3)N2 (stereo not given)
-0.18	i	Cn1c(CSCC(=O)Nc2ccccc2)nnc1SCc1ccccc1
2.2	i	COc1cc(C(=O)NC(=S)N2CCCCCC2)cc(OC)c1OC
/	i	COC(=O)[C@H]1C[C@H](C(=O)O)[C@@H](C)C1(C)C
0.7	i	CC(NCCOc1ccccc1F)C(=O)Nc1ccc(S(N)(=O)=O)cc1 (stereo not given)
-0.62	i	CC(NC(=O)C(=O)N1CCCCC1)C(c1cccs1)N1CCN(c2ccccc2F)CC1 (stereo not given)
1	i	Cc1ccsc1-c1nc(CN2C[C@@H](C)O[C@@H](C)C2)c(C)o1
-0.41	i	CC(=O)Oc1cc2c(cc1Cl)C1(CC(c3ccccc3Cl)O2)CC(C)(C)NC(=S)N1 (stereo not given)
-1.1	i	Cc1ccc(N2C(=O)C(Cl)=C(Nc3c(C)n(C)n(-c4ccccc4)c3=O)C2=O)cc1
1.4	i	Cc1ccc(OCc2cc(C(=O)NC3CCOC3)no2)cc1C (stereo not given)

Kir21 block	CHT block	SMILES
-1.9	i	CN(C)c1cccc(C(=O)OCC(=O)N(Cc2ccccc2)C2CCS(=O)(=O)C2)c1 (stereo not given)
-1.2	i	N#C/C(=C\c1ccc(-c2ccc(Br)cc2)o1)C(=O)NCCc1c[nH]c2ccccc12
2	i	CCOC(=O)Cc1[nH]nc2c1C(c1cccc(OC)c1OC)C(C#N)=C(N)O2 (stereo not given)
-0.43	i	COCCNC(=O)c1onc(CS(=O)(=O)c2cc(C)cc(C)c2)c1C(=O)NCCOC
-0.06	i	CS(=O)(=O)NCCC1=CCCCC1
0.47	i	O=C(O)CCCNC(=O)c1ccc(NC(=O)Cc2ccc(Cl)cc2)cc1
1.5	i	CC(=O)N(C(C)=O)N1C(=O)/C(=C/c2ccc(Cl)cc2)SC1=S
-1.1	i	O=C1CCCCC1Sc1ccc(Cl)cc1[N+](=O)[O-] (stereo not given)
1.1	i	CCCC(C(=O)NC1CCCC1)N(CCN(CC)CC)C(=O)c1snc(C(N)=O)c1N (stereo not given)
0.03	i	CCOC(=O)CNC(=S)N(CCCN1CCCCC1)Cc1cccs1
